Compound activity deposited in PubChem by National Center for Advancing Translational Sciences (NCATS).
GAA inhib – blocks human lysosomal alpha-glucosidase. AID 1466. Potency, µM (titrated, usually from 76.9 µM), without a hit: at the top dose activity change, negative = inhibition, usual class: inhibitors. purified human GAA, 4-MU-alpha-glucoside fluorescence. actives 0.005% (n = 200,000). P10253;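 further: plate controls were uninhibited enzyme wells for no effect and no-enzyme background for full effect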
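qHTS format, compound range up to 77 uM. Human lysosomal enzyme at 4 nM, 400 uM 4-MU glucoside substrate, pH 5.0, 20 min room temperature; fluorescence after alkaline stop gives activity normalized to controls.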
GLA spleen mod – inhibitors or activators of human alpha-galactosidase in spleen homogenate; AID 2107; P06280; Potency, µM (highest dose often 80 µM), for inactives: top-dose activity change, negative = inhibition, usual class: inhibitors; actives 0.008% (n = 240,000); human spleen homogenate, 4MU-alpha-Gal fluorescence, 40 min;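 further: 0% = enzyme with vehicle and -100% = no enzyme basal signal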
Target sequence (P06280 32-429 limits assumed): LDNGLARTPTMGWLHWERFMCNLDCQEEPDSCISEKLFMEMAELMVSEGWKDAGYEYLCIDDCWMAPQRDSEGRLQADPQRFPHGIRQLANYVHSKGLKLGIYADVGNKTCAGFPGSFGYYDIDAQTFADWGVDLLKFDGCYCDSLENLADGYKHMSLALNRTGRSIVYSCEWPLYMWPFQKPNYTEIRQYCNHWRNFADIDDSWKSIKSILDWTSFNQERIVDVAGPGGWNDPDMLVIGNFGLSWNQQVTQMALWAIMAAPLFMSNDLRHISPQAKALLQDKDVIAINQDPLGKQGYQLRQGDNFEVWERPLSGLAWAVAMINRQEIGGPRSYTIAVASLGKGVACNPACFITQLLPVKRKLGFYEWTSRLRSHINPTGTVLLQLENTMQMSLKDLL
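Fluorogenic readout (Ex 365/Em 440 nm) of 4-methylumbelliferone released from 1 mM 4-MU-alpha-galactoside by spleen homogenate, 40 min at 37C, pH 5.0. Data normalized to no-enzyme and enzyme controls; Hill-equation AC50 from compound titrations.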
GoLoco inh red – blocks human Gai1 binding to RGS12 GoLoco peptide, red readout | P63096 | Gai1:RGS12 GoLoco peptide FP, rhodamine, 10 min | Potency, µM (doses to about 61.6 µM), without a hit: top-dose activity, negative = inhibition, usual class: inhibitors | actives 0.44% (n = 230,000) | AID 880; active means well fitted inhibition curve with a large enough effect, not every such curve was filed as active; inactive means no such curve, though single readings can be large or run the other way; further: on the % scale 0 is the no-effect control and ±100 the full control effect; nearly all actives have a fitted effect of over 30% in size; many of its hits are not listed in these tables
Target sequence (P63096 whole entry, looked up): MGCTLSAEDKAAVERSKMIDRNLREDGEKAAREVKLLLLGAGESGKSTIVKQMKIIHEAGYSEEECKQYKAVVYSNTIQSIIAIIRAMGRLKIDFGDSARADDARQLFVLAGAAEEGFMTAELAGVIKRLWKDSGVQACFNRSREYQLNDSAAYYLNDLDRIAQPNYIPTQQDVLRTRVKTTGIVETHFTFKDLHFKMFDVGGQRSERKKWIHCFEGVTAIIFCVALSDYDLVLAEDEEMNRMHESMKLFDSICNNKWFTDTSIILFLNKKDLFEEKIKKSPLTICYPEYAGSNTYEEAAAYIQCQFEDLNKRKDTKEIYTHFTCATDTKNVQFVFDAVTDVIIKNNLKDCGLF
SMN2 splice up – enhancers of SMN2 splice variant expression; actives 2.8% (n = 210,000); HEK293 SMN2-luciferase splicing reporter, luminescence, 30-36 h; Potency, µM (titrated, usually from 46.1 µM), inactives show at the top dose activity change, positive = activation, hits mostly activators; further: % of control where 0% means no effect; nearly all actives have a fitted effect of over 55% in size
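qHTS luciferase splicing reporter: luminescence rises when SMN2 exon 7 is included in transfected HEK293 cells. Compound exposure lasted 30-36 h at 37C, with 4.5 mM final sodium butyrate as control, followed by a ONE-Glo read.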
GAA glycogen – alters human alpha-glucosidase cleavage of glycogen; recombinant GAA, glycogen substrate, Amplex Red glucose oxidase fluorescence; Potency, µM (highest dose often 76.4 µM), inactives show top-dose activity change, negative = inhibition, most hits filed as inhibitors; AID 2100; actives 0.38% (n = 300,000);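 further: 0% = full enzyme reaction and -100% = no-enzyme basal signal; the screen sought inhibitors and activators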
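Recombinant enzyme (4 nM final) with compounds titrated up to 77 uM and bovine liver glycogen (30 ug) in citrate pH 5.0, 0.01% Tween-20, 37 C 40 min. Released glucose detected by Amplex Red/glucose oxidase (Ex 573/Em 610); AC50 from Hill fits.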
KDM4E inh – inhibitors of human JMJD2E histone demethylase; Potency, µM (series often up to 57.1 µM), without a hit: at the highest dose activity change, negative = inhibition, hits mostly inhibitors; JMJD2E catalytic domain, FDH-coupled NADH fluorescence (FDH is formaldehyde dehydrogenase); actives 1.6% (n = 230,000); active means well fitted inhibition curve with a large enough effect, not every such curve was filed as active; inconclusive means small, poorly fitted or top-dose-only effect, or another doubt; inactive means no such curve, though single readings can be large or run the other way;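 further: 0% = wells with enzyme and -100% = buffer wells without enzyme; nearly all actives have a fitted effect of over 50% in size; many of its hits are not listed in these tables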
Target sequence (B2RXH2 1-337 limits assumed): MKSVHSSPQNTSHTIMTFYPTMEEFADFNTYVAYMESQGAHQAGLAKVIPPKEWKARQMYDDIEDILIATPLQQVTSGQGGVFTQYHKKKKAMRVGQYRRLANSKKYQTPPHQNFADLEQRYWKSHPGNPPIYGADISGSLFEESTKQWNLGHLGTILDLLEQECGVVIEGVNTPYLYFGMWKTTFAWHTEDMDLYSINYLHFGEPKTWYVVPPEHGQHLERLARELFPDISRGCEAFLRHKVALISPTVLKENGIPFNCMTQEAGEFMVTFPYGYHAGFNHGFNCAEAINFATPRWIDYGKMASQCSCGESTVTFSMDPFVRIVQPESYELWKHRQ
aGlu spleen mod – inhibitors or activators of human alpha-glucosidase in spleen homogenate. P10253. human spleen homogenate, 4-MU-alpha-glucoside fluorescence. Potency, µM (highest dose often 79.9 µM), for inactives: top-dose activity change, negative = inhibition, usual class: inhibitors. actives 0.006% (n = 240,000). AID 2112;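 further: 0% = enzyme with vehicle and -100% = no enzyme basal signal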
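Compounds were titrated against alpha-glucosidase in spleen homogenate at pH 5.0, with 1 mM 4-methylumbelliferyl substrate for 40 min at 37 C. Reactions were quenched with pH 10 NaOH/glycine and fluorescence measured.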
ALDH1A1 block – blocks purified human ALDH1A1 activity; actives 7.3% (n = 220,000); Potency, µM (top dose mostly 75.3 µM), for inactives: top-dose activity, negative = inhibition, most hits filed as inhibitors; Purified ALDH1A1, NADH fluorescence, propionaldehyde substrate; P00352; active means well fitted inhibition curve with a large enough effect, not every such curve was filed as active; inconclusive means small, poorly fitted or top-dose-only effect, or another doubt; inactive means no such curve, though single readings can be large or run the other way;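 further: plate controls were no enzyme wells and a reference inhibitor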
Numbers without * were called inactive; [ ] = remark or other dose. Unless noted, the call rests on the fitted dose curve; in most records, active means well fitted curve in the direction sought with a large enough effect; inconclusive means small, poorly fitted or top-dose-only effect, or another doubt; inactive means no such curve, though single readings can be large; an effect the other way counts as inactive or inconclusive. Potency means the concentration at half of the fitted maximal effect.

For Cc1ccc(-c2csc(NC(=O)c3ccno3)n2)cc1 the results were GAA inhib -0.9%, GLA spleen mod 0.3%, GoLoco inh red 64.1%[activator], SMN2 splice up -19.8%, GAA glycogen -10.0%, KDM4E inh -2.6%, aGlu spleen mod -4.6% and ALDH1A1 block inconclusive.
`Cc1sc(NC(=O)C2CCCCC2C(=O)O)c(C(N)=O)c1-c1ccc(C(C)C)cc1` (stereo unspecified) gave GAA inhib -8.0%, GLA spleen mod 1.1%, GoLoco inh red -3.4%, SMN2 splice up -10.8%, GAA glycogen 3.2%, KDM4E inh -16.5%, aGlu spleen mod -2.8% and ALDH1A1 block inconclusive.
For COc1ccc(-c2c(NC(=O)c3ccco3)n(-c3ccccc3)nc(C)c2=O)cc1 the results were GLA spleen mod -15.8%, GoLoco inh red 6.1%, GAA glycogen -0.3%, KDM4E inh -3.1% and aGlu spleen mod -9.7%.
CCCCNC(=O)C(c1ccc(OCC(=O)OC)c(C(=O)OC)c1)N(CCc1ccccn1)C(=O)CCCCCN1C(=O)NC(c2ccc(-c3ccccc3)cc2)C(C(=O)OCc2ccccc2)=C1C (stereo unspecified) was read as GLA spleen mod 1.8%, GoLoco inh red 1.3%, SMN2 splice up -11.2%, KDM4E inh 2.3%, aGlu spleen mod -3.7% and ALDH1A1 block 2.4%.
For Cn1cc(SCC(=O)NCc2ccc3c(c2)OCO3)c2ccccc21 the results were GAA inhib -3.2%, GLA spleen mod -15.8%, GoLoco inh red -0.9%, SMN2 splice up -20.0%, GAA glycogen 5.1%, KDM4E inh -4.8%, aGlu spleen mod -4.6% and ALDH1A1 block inconclusive.
O=c1[nH]ncc(N2CCN(C(c3ccccc3)c3ccccc3)CC2)c1Cl was read as GAA inhib -3.3%, GLA spleen mod 1.0%, GoLoco inh red 4.2%, SMN2 splice up -3.7%, GAA glycogen -4.8%, KDM4E inh -5.6%, aGlu spleen mod -3.2% and ALDH1A1 block inconclusive.
Screening O=C(CCC1CCCN(C(=O)CCCc2ccccc2)C1)N1CCN(c2ccccn2)CC1 (stereo unspecified) returned GLA spleen mod -0.9%, GoLoco inh red -0.6%, GAA glycogen 0.6%, KDM4E inh inconclusive and aGlu spleen mod -5.2%.
Screening Cc1c(NC(=O)/C(C#N)=C/c2ccc(-c3ccccc3Cl)o2)c(=O)n(-c2ccccc2)n1C returned GAA inhib -1.0%, GLA spleen mod -8.6%, GoLoco inh red -4.6%, SMN2 splice up -39.9%[inhibitor], GAA glycogen -6.1%, KDM4E inh -5.5%, aGlu spleen mod 2.4% and ALDH1A1 block -3.0%.
`COc1ccc(CN2CCN(S(=O)(=O)c3ccc(F)cc3)CC2)cc1OC` gave GAA inhib -10.7%, GLA spleen mod 1.1%, GoLoco inh red 1.3%, SMN2 splice up -32.3%[inhibitor], GAA glycogen -12.0%, KDM4E inh inconclusive, aGlu spleen mod -8.6% and ALDH1A1 block inconclusive.
For COc1ccc(S(=O)(=O)NCc2c(-c3ccccc3)noc2C)c(OC)c1 the results were GAA inhib -0.3%, GLA spleen mod -8.5%, GoLoco inh red -8.7%, GAA glycogen 1.5%, KDM4E inh -4.7%, aGlu spleen mod -1.9% and ALDH1A1 block 2.51µM*.
Screening CCOC(=O)C1C(=O)CC(C)(O)C(C(=O)OCC)C1c1ccc(Br)o1 (stereo unspecified) returned GAA inhib 1.5%, GLA spleen mod -0.8%, GoLoco inh red -2.0%, SMN2 splice up -3.9%, GAA glycogen 8.9%, KDM4E inh 2.7%, aGlu spleen mod -9.1% and ALDH1A1 block -6.9%.
Screening CC(=O)Nc1cccc(/C(C)=N/NC(N)=S)c1 returned GAA inhib 1.9%, GLA spleen mod -1.6%, GoLoco inh red 1.1%, SMN2 splice up 5.3%, GAA glycogen 10.8%, KDM4E inh -11.2%, aGlu spleen mod -2.2% and ALDH1A1 block inconclusive.
For CCCc1ncc(C(O)c2cccc(OC)c2)n1C (stereo unspecified) the results were GLA spleen mod -8.0%, GoLoco inh red 1.2%, GAA glycogen 3.2%, KDM4E inh 9.1% and aGlu spleen mod 4.5%.
For COc1cc(CN(C)Cc2nc3cc(C(F)(F)F)ccc3c(=O)[nH]2)ccc1OC(F)F the results were GAA inhib 4.0%, GLA spleen mod 3.3%, GoLoco inh red -1.8%, SMN2 splice up -12.6%, GAA glycogen 13.7%, KDM4E inh inconclusive, aGlu spleen mod -1.8% and ALDH1A1 block 6.5%.
For COC(=O)c1ccc(CSc2ncnc3c2nnn3-c2ccc(F)cc2)o1 the results were GAA inhib -1.0%, GLA spleen mod -11.9%, GoLoco inh red 7.4%, SMN2 splice up -10.0%, GAA glycogen -4.3%, KDM4E inh -1.3%, aGlu spleen mod -4.2% and ALDH1A1 block -13.0%.
For Cc1cccc(N2CCN(CC(=O)Nc3ccc(-n4cnnn4)cc3)CC2)c1C the results were GAA inhib 4.0%, GLA spleen mod -16.5%, GoLoco inh red 2.7%, SMN2 splice up 3.6%, GAA glycogen 5.6%, KDM4E inh 2.3%, aGlu spleen mod -14.6% and ALDH1A1 block 5.7%.
Screening Cc1nn(C(=O)c2ccccc2)c2c1C(=O)CC(C)(C)C2 returned GAA inhib -0.6%, GLA spleen mod -6.1%, GoLoco inh red -6.4%, SMN2 splice up 7.7%, GAA glycogen -5.0%, KDM4E inh 1.8%, aGlu spleen mod 0.4% and ALDH1A1 block -2.3%.
`CN(C)Cc1ccccc1-c1ccc2ncnc(N(C)Cc3ccco3)c2c1` gave GLA spleen mod 0.2%, GoLoco inh red 1.6%, SMN2 splice up -3.3%, KDM4E inh 0.6%, aGlu spleen mod 7.7% and ALDH1A1 block 2.0%.
CCC(C)[C@H](Nc1nc(-c2ccccc2)nc2c1oc1ccccc12)C(=O)O (stereo partly specified) was read as GAA inhib 2.2%, GLA spleen mod -2.3%, GoLoco inh red 9.5%, SMN2 splice up 3.1%, GAA glycogen 3.7%, KDM4E inh 7.4%, aGlu spleen mod -5.6% and ALDH1A1 block 0.794µM*.
Screening CN(C)c1oc(-c2ccccc2F)nc1C#N returned GAA inhib 8.3%, GLA spleen mod 8.9%, GoLoco inh red -2.7%, SMN2 splice up -3.8%, GAA glycogen 3.6%, KDM4E inh inconclusive, aGlu spleen mod -3.0% and ALDH1A1 block inconclusive.
`CN(C)C(=S)Nc1cccc(F)c1` gave GAA inhib 1.4%, GLA spleen mod -6.7%, GoLoco inh red 1.5%, GAA glycogen -1.7%, KDM4E inh 0.6%, aGlu spleen mod 0.9% and ALDH1A1 block 0.9%.
For Cc1ccc(S(=O)(=O)Nc2cccc(C(=O)Nc3cc(C)ccn3)c2)cc1 the results were GAA inhib -3.9%, GLA spleen mod 10.2%, GoLoco inh red 0.3%, SMN2 splice up -5.8%, GAA glycogen 1.1%, KDM4E inh 8.2%, aGlu spleen mod -14.2% and ALDH1A1 block -6.8%.
Screening Cc1ccc(NC2=C([N+](=O)[O-])CS(=O)(=O)C2)cc1 returned GAA inhib -0.5%, GLA spleen mod 4.2%, GoLoco inh red 1.9%, SMN2 splice up 18.1%, GAA glycogen 23.7%, KDM4E inh 2.4%, aGlu spleen mod 2.9% and ALDH1A1 block 8.5%.
Screening N#Cc1cnn(CC2CCCCC2)c1N returned GAA inhib -3.1%, GLA spleen mod -8.9%, GoLoco inh red 4.9%, SMN2 splice up 1.4%, GAA glycogen -0.1%, KDM4E inh -11.0%, aGlu spleen mod -5.0% and ALDH1A1 block 5.1%.
`Cn1c(N)c(C(=O)CSc2ncn[nH]2)c(=O)n(C)c1=O` gave GLA spleen mod 7.5%, GoLoco inh red 5.8%, GAA glycogen -3.3%, KDM4E inh -0.1% and aGlu spleen mod 7.6%.
For CC(C)(C)NC(=O)NC(=O)COC(=O)CNC(=O)c1cccc(F)c1 the results were GAA inhib -12.2%, GLA spleen mod 6.8%, GoLoco inh red 2.8%, SMN2 splice up -12.3%, GAA glycogen 4.1%, KDM4E inh 8.1%, aGlu spleen mod 0.4% and ALDH1A1 block 9.8%.
`CC(=O)c1cccc(NC(=O)CN(c2cccc(F)c2)S(C)(=O)=O)c1` gave GAA inhib -4.0%, GLA spleen mod -3.4%, GoLoco inh red 0.8%, SMN2 splice up -15.1%, GAA glycogen 4.7%, KDM4E inh -1.3%, aGlu spleen mod -7.6% and ALDH1A1 block -9.6%.
`Cc1cccc(N/C=C(\[N+](=O)[O-])S(=O)(=O)c2ccccc2)c1` gave GAA inhib -3.0%, GLA spleen mod -2.4%, GoLoco inh red 2.1%, SMN2 splice up -8.8%, GAA glycogen -1.1%, KDM4E inh -11.5%, aGlu spleen mod -14.0% and ALDH1A1 block 2.0%.
`O=C(CCCN1C(=O)c2ccccc2C1=O)Nc1ccccn1` gave GAA inhib -9.7%, GLA spleen mod 2.2%, GoLoco inh red 7.2%, SMN2 splice up -3.8%, GAA glycogen 7.2%, KDM4E inh -2.0%, aGlu spleen mod -1.6% and ALDH1A1 block -3.3%.
Cc1ccc(NS(=O)(=O)c2cc(NC(=O)C(C)Oc3ccccc3)ccc2C)c(C)c1 (stereo unspecified) was read as GAA inhib 5.0%, GLA spleen mod -2.0%, GoLoco inh red 13.1%, SMN2 splice up -2.3%, GAA glycogen 2.2%, KDM4E inh 5.8%, aGlu spleen mod -2.1% and ALDH1A1 block 13.1%.
`Cc1cc(C)nc(NC(=O)c2c(C(=O)O)noc2C)n1` gave GAA inhib 2.9%, GLA spleen mod 3.3%, GoLoco inh red 3.1%, SMN2 splice up 6.1%, GAA glycogen -7.8%, KDM4E inh -8.0%, aGlu spleen mod 1.9% and ALDH1A1 block 5.0%.
For COc1ccc(-c2cn3cc(C)ccc3n2)cc1Br the results were GAA inhib 2.8%, GLA spleen mod 4.9%, GoLoco inh red 13.1%, SMN2 splice up 2.24µM*, GAA glycogen -10.2%, KDM4E inh inconclusive, aGlu spleen mod 8.0% and ALDH1A1 block inconclusive.
Screening CCOC(=O)N1CCN(C(=O)CSCc2ccc(Br)cc2)CC1 returned GAA inhib 10.7%, GLA spleen mod -0.6%, GoLoco inh red -5.5%, SMN2 splice up -55.1%[inhibitor], GAA glycogen 8.4%, KDM4E inh -0.3%, aGlu spleen mod 4.0% and ALDH1A1 block 4.1%.

Some of the compounds tested. The share of hits here may be higher or lower than overall.
